FEN1 inhibitor – qHTS Assay for the Inhibitors of Human Flap endonuclease 1 (FEN1); P39748; Potency, µM (top dose mostly 114 µM), without a hit: at the highest dose activity change, negative = inhibition, usual class: inhibitors; 390,000 tested, 0.35% active; Recombinant FEN1 flap cleavage, fluorescence, 15 min; AID 588795, 2011; note: nearly all actives have a fitted effect of over 65% in size
Target sequence (P39748 whole entry, looked up): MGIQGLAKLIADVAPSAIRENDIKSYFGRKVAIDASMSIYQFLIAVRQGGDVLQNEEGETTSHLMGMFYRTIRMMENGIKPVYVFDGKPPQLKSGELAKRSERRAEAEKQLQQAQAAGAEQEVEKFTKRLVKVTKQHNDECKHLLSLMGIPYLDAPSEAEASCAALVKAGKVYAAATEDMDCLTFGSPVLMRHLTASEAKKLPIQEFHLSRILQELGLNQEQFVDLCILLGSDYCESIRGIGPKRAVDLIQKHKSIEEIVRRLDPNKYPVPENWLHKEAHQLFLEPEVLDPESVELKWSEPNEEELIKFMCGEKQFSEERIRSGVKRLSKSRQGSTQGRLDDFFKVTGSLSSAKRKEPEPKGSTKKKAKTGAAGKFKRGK
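Quantitative HTS format: each compound was titrated, incubated with 10 nM nuclease for 15 min at room temperature, then challenged with flap substrate at 50 nM final. Signal change over 15 min gave concentration–effect curves.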
N370S GC mod – qHTS Assay for Inhibitors and Activators of N370S glucocerebrosidase as a Potential Chaperone Treatment of Gaucher Disease; N370S GC spleen homogenate, 4MU-glucoside fluorescence; Potency, µM (doses to about 59.4 µM), for the others: at the highest dose activity change, negative = inhibition, usual class: inhibitors; 330,000 tested, 0.092% active;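 note: 0% = full enzyme activity and -100% = no enzyme basal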
GCN5L2 inh – qHTS Assay for Inhibitors of GCN5L2 | Histone acetyltransferase KAT2A (Homo sapiens), Q92830 | GCN5L2 HAT assay, ThioGlo1 CoA-SH fluorescence | Potency, µM (series often up to 58.9 µM), for the others: top-dose activity change, negative = inhibition, actives largely listed as inhibitors | 390,000 tested, 0.21% active | AID 504327, 2011
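ThioGlo1-coupled HAT assay: 20nM GCN5L2, 70uM acetyl-CoA, 75uM H3(1-25) peptide, pH 7.5. Fluorescence read at 340/540nm at start and after 20 min at room temperature.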
Active calls of the source: *; ? = inconclusive; . = not tested or not shown. Calls come from the whole dose curve; as a rule, active = well fitted curve in the direction sought with a large enough effect; inconclusive = small, poorly fitted or top-dose-only effect, or another doubt; inactive = no such curve, though single readings can be large; an effect the other way counts as inactive or inconclusive. Unless noted, % is set by controls: 0 for no effect and ±100 for the full control effect; potency is the fitted concentration of half-maximal effect.

GCN5L2 inh,N370S GC mod,FEN1 inhibitor,mol
-7%,8%,-19%,CN1CCOC(=O)/C1=N/Nc1cc(Cl)ccc1Cl
-5%,-2%,-3%,CCN(CC)c1ccc(-c2nnc(SCC(=O)N(CCOC)c3c(N)n(CC(C)C)c(=O)[nH]c3=O)o2)cc1
-2%,-22%,6%,Cc1nc(N2CCCC2C(=O)O)c2oc3ccccc3c2n1 (stereo not drawn)
-12%,.,10%,Cc1cc(N)c(-n2cc3c(c2-c2ccc(Br)cc2)c(=O)n(C)c(=O)n3C)cc1C
1%,-12%,-14%,CN(C1CCCCC1)S(=O)(=O)CCNC(=O)c1ccccc1
39%,6%,-1%,CCOc1cc(/C=N/NC(=O)c2cc(-c3ccccc3)nc3ccccc23)ccc1O
-6%,-15%,-7%,CCOCCCn1c(=S)[nH]c2cc(C(=O)N3CCC(C(N)=O)(N4CCCCC4)CC3)ccc2c1=O
-1%,4%,14%,O=C(COC(=O)CNC(=O)c1ccccc1F)Nc1nnc(-c2ccccc2)o1
-2%,.,2%,Cc1cc(NC(=O)Cn2cnc3sccc3c2=O)no1
-11%,?,-13%,CCn1c(SCC(=O)N2CCN(c3cccc(Cl)c3)CC2)nc2ccccc2c1=O
-7%,1%,3%,CCCCCCCCSc1nnc(/N=C/N(C)C)s1
?,10%,-3%,O=c1cc(O)nc(SCc2ccccc2Cl)[nH]1
18%,.,-3%,COC(=O)CSCc1nc(-c2ccc(C(=O)OC)cc2)oc1C
-2%,0%,-2%,CSc1c2c(nc3ncnn13)CCC2
-13%,7%,.,O=C(c1csnn1)N1CCC2(CC1)CCN(c1ncccn1)CC2
-14%,.,-20%,O=C(NCCc1csc(-c2ccc(C(F)(F)F)cc2)n1)c1ccc(F)c(F)c1
-1%,-3%,0%,COc1ccc(NC(=O)c2cccc3c(Br)cccc23)cc1
-10%,.,1%,O=S(=O)(NCCc1ccccc1)c1ccc(N2CCCCS2(=O)=O)cc1
-1%,1%,5%,COC(=O)C1=C(C)N(C)C(C)=C(C(=O)OC)C1c1ccncc1
3%,-3%,0%,Cc1cc(C(=O)Nc2ccc(C)c(S(=O)(=O)N3CCOCC3)c2)c(C)o1
-15%,.,-13%,CCCCN1C(=O)c2[nH]nc(-c3ccccc3O)c2C1c1cccc(OCc2ccccc2)c1 (stereo not drawn)
-12%,-11%,-4%,CC1=NN(c2ccccc2)C(=O)C1=C(C)C
-4%,2%,-6%,N/C(CCS(=O)(=O)c1ccc(Cl)cc1)=N\OC(=O)c1ccc(Cl)cc1
-3%,9%,5%,Cc1ccc2nc(-c3cccc(S(=O)(=O)N(C)C)c3)cn2c1
-1%,-7%,18%,CC(=O)N1CCOc2ccc(S(=O)(=O)NCCc3ccc(C)cc3)cc21
?,-9%,-2%,O=[N+]([O-])c1ccc2nc(C3CCCCC3)[nH]c2c1
-3%,-4%,0%,CCOc1ccccc1NC(=S)N(CCN(C)C)C(C)c1ccncc1 (stereo not drawn)
2%,.,3%,CCN(CC)CCNC(=O)Cn1nc(C)c2c(C)n(-c3ccccc3)nc2c1=O
-12%,-8%,8%,CCOC(=O)C(C)(C)Sc1nc2c(cnn2-c2ccc(F)cc2)c(=O)[nH]1
-6%,6%,-17%,COc1cccc(N/C(N)=N/c2nc(C(F)(F)F)cc(C(F)(F)F)n2)c1

Grouped by structure: those above with an aryl methoxy group.
GCN5L2 inh,N370S GC mod,FEN1 inhibitor,mol
-1%,-3%,0%,COc1ccc(NC(=O)c2cccc3c(Br)cccc23)cc1
-6%,6%,-17%,COc1cccc(N/C(N)=N/c2nc(C(F)(F)F)cc(C(F)(F)F)n2)c1

Next results.
GCN5L2 inh,N370S GC mod,FEN1 inhibitor,mol
-5%,-16%,-3%,CCC(C)c1ccc(NC(=S)N2CCN(C(=O)C3CCCO3)CC2)cc1 (stereo not drawn)
-6%,4%,-3%,CC(C)c1cc(C(=O)Nc2cccc(Cl)c2)no1
-4%,-4%,-3%,CC(=O)c1ccc(S(=O)(=O)N(Cc2cc3cc4c(cc3[nH]c2=O)OCCO4)CC2CCCO2)cc1 (stereo not drawn)
-15%,15%,-2%,Cc1ccc(S(=O)(=O)N2CCCC(c3nc(-c4ccc(C)o4)no3)C2)cc1 (stereo not drawn)
-4%,1%,5%,CC(=O)Nc1cccc(/C(C)=N/NC(=O)c2cccc(S(=O)(=O)N3CCOCC3)c2)c1
-8%,-3%,5%,Cc1ccc(CN2C(=O)C(Cc3ccccc3)Nc3ncnc(N4CCN(c5ccccc5)CC4)c32)cc1 (stereo not drawn)
-4%,.,-1%,CC(=O)c1c(C)[nH]c(C(=O)NNC(=O)COc2cc(C)ccc2C(C)C)c1C
-14%,8%,0%,COc1ccc(Cn2nnnc2CN2CCN(c3ccc(OC)cc3)CC2)cc1
-1%,-2%,0%,CCCCCOc1ccc(C(=O)OCC(=O)Nc2cc(C)on2)cc1
-3%,1%,1%,CCCOc1cccc(C2/C(=C(\O)c3ccc4c(c3)OCCO4)C(=O)C(=O)N2CCCn2ccnc2)c1 (stereo not drawn)
-1%,-3%,-1%,CN1C(=O)[C@@H]2[C@H](C1=O)[C@@H]1C(=O)Nc3ccccc3C(=O)N1[C@@H]2c1cccc(Br)c1
-3%,-16%,-2%,CSc1ccc(CCNC(=O)CCc2nnc3ccc(N4CCCC4)nn23)cc1
-2%,3%,4%,S=C(N=Nc1ccccc1)NNc1ccccc1
1%,0%,0%,Cn1ncc(Cl)c1C(=O)N1CCCc2ccccc21
-8%,-22%,16%,O=c1[nH]c(C2CCN(S(=O)(=O)c3ccc4c(c3)OCCO4)CC2)nc2c1nnn2Cc1cccc(F)c1
-7%,.,-4%,Cc1ccc(C(=O)CN2C(=O)NC3(CCc4ccccc43)C2=O)s1 (stereo not drawn)
-9%,1%,7%,COC(=O)c1ccc(NC(=O)c2cccc(NC(=O)c3ccco3)c2)cc1
-3%,-9%,-22%,O=C(O)CCCn1c(=S)[nH]c2c(sc3ccc([N+](=O)[O-])cc32)c1=O
-9%,-2%,-8%,Cc1cccc(N(Cc2ccccc2)C(=O)c2cccc(S(=O)(=O)N3CC(C)OC(C)C3)c2)c1 (stereo not drawn)
-14%,.,6%,COc1ccc(NC(=O)c2cc3ccccc3o2)cc1S(=O)(=O)N1CCCCC1
-14%,-19%,14%,Cc1ccc(NC(=O)C2CCCN(S(=O)(=O)c3cccnc3)C2)cc1C (stereo not drawn)
-8%,.,-14%,COc1ccc(CCn2c(C)cc(C(=O)CN3C(=O)C(=O)N(Cc4ccco4)C3=O)c2C)cc1
?,1%,-13%,COc1ccc(CN2CCC(n3nccc3NC(=O)C3CCCC3)CC2)cc1
?,-5%,?,CCOC(=O)c1ccc(N2CSC3=C(C#N)C(c4cccs4)CC(=O)N3C2)cc1 (stereo not drawn)
-10%,8%,-17%,CCc1cc2c(SCc3nc4sc(C(C)=O)c(C)c4c(=O)[nH]3)ncnc2s1
1%,-23%,2%,COc1ccc(NC(=S)NC(NC(=O)C(C)C)C(Cl)(Cl)Cl)c([N+](=O)[O-])c1 (stereo not drawn)
-2%,2%,-23%,Fc1ccccc1N1CCN(Cc2nc(-c3ccccc3)no2)CC1
-2%,.,2%,CCC(=O)c1ccc(OCC(=O)NCc2ccccc2CN2CCCC2)cc1
-7%,-11%,4%,Cc1cccc(OCC(=O)OCC(=O)N(CC(C)C)c2c(N)n(Cc3ccccc3)c(=O)[nH]c2=O)c1C
0%,-5%,2%,Cc1cc(C(=O)Nn2c(-c3ccncc3)nc3ccccc3c2=O)ccc1[N+](=O)[O-]
-14%,14%,0%,Cc1cc(C(=O)COc2ccccc2C(N)=O)c(C)n1C1CC1
-5%,.,-12%,O=C(COC(=O)c1ccc(O)cc1O)Nc1ccc2ccccc2c1
-11%,-3%,-5%,O=C(Nc1cccc2nsnc12)c1ccc2c(c1)OCO2
-5%,-1%,-3%,COc1ccc(CCN2C(=O)NC(NC(=O)CCc3ccccc3)(C(F)(F)F)C2=O)cc1OC (stereo not drawn)
0%,-10%,.,c1cncc(-c2nccc(-n3ccnc3)n2)c1
-8%,-5%,4%,O=C(Nc1cccnc1)c1c(O)c2cccc3c2n(c1=O)CC3
-2%,-8%,-15%,COc1ccc(C(=O)COC(=O)c2c(-c3ccccc3)noc2C)c(OC)c1
-6%,9%,-4%,Cn1c[n+](C)cc1/C=N/O
-8%,-2%,2%,COc1ccc(CCNC(=O)CCCNC(=O)Cn2cnc3sc(C)c(C)c3c2=O)cc1OC
-1%,.,-19%,CCOC(=O)c1c(C)[nH]c(C)c1S(=O)(=O)N1CCN(c2cc(Cl)ccc2C)CC1
-2%,-20%,-8%,Cc1ccc(-n2nnc(-c3nccs3)n2)cc1
-3%,-2%,-2%,COc1ccc(NC(=O)CC2SC(=NCC3CCCO3)NC2=O)cc1 (stereo not drawn)
-3%,10%,?,Oc1c(N=Nc2ccccn2)ccc2ccccc12
-2%,-1%,-2%,O=C(N/N=C/c1ccco1)C(O)C(O)C(=O)N/N=C/c1ccco1 (stereo not drawn)
-1%,2%,-9%,Cc1occc1C(=O)N/N=C/c1ccc(OCc2ccccc2)cc1

Some of these compounds in order of their number in GCN5L2 inh, high to low.
SMILES | GCN5L2 inh
c1cncc(-c2nccc(-n3ccnc3)n2)c1 | 0%
Cc1occc1C(=O)N/N=C/c1ccc(OCc2ccccc2)cc1 | -1%
COc1ccc(CCN2C(=O)NC(NC(=O)CCc3ccccc3)(C(F)(F)F)C2=O)cc1OC (stereo not drawn) | -5%
COc1ccc(CCNC(=O)CCCNC(=O)Cn2cnc3sc(C)c(C)c3c2=O)cc1OC | -8%
O=C(Nc1cccc2nsnc12)c1ccc2c(c1)OCO2 | -11%

Remaining list, next part.
GCN5L2 inh,N370S GC mod,FEN1 inhibitor,mol
-18%,1%,2%,O=C(Cc1ccccc1)NCCc1cccc(Cl)c1
-1%,.,-4%,COc1ccccc1-c1nc(SCC(=O)c2ccc(Cl)cc2)n[nH]1
-2%,-7%,6%,O=C(CCCn1cc([N+](=O)[O-])cn1)NCc1ccccc1
-4%,13%,-10%,Cc1ccc(-n2c(SCc3nc4ccccc4c(=O)[nH]3)nnc2-c2ccccc2O)cc1
-1%,-17%,5%,COC(=O)c1ccc(C(=O)OC)c(NC(=O)CN2CCN(c3ccc(OC)cc3)CC2)c1
-1%,3%,0%,CC(C)CC(=O)Nc1ccc(S(=O)(=O)NCc2ccco2)cc1
-3%,5%,8%,O=C(c1cc2c(=O)n3ccccc3nc2s1)N1CCOCC1
-5%,-17%,-5%,Cc1ccc(NC(=O)CSc2nc3ccccc3c3nc(CCc4c(C)n[nH]c4C)nn23)cc1F
-14%,-1%,-6%,CCOC(=O)C1=NN(c2ccccc2C)C2=NC(C)=C(C(=O)OC)C(c3cccs3)N12 (stereo not drawn)
-6%,.,-11%,CCOc1ccc(Nc2cc(C(=O)NCc3ccccc3Cl)c3ccccc3n2)cc1
-1%,-4%,-16%,CCOC(=O)c1ccc(-n2c(CN3CCC(C(N)=O)CC3)nc3ccc([N+](=O)[O-])cc3c2=O)cc1
-1%,27%,-10%,CCn1c(COc2ccc(Cl)cc2)nnc1SCc1ccc(C#N)cc1
-5%,3%,-1%,Oc1ccc(Nc2nc(-c3cccs3)cs2)cc1
-11%,-4%,-1%,N#Cc1ccc(OS(=O)(=O)c2ccc(-c3ccon3)s2)cc1
3%,12%,10%,Cc1oc(/N=C/c2ccccc2O)c(C#N)c1C
-6%,24%,2%,Cc1nn(CC(=O)NCc2ccc(C(=O)O)cc2)c(C)c1[N+](=O)[O-]
-9%,?,-28%,OC(COC(c1ccc(Cl)cc1)c1ccc(Cl)cc1)CN1CCN(c2ccccn2)CC1 (stereo not drawn)
-9%,.,-17%,Cc1cc(C)cc(OCCSc2nc(-c3ccc(C(C)(C)C)cc3)nc3cc(=O)[nH]n23)c1
-14%,.,-7%,Cc1nc2ccn(Cc3cccs3)c(=O)c2cc1C(=O)NCc1ccc(Cl)cc1
-3%,8%,-2%,Cc1cccc(NC(=S)N2CCC(O)CC2)c1C
14%,6%,0%,CCC(C)NC(=O)c1cc(Cl)ccc1OC (stereo not drawn)
-1%,-9%,-6%,CCC(C)[C@H]1CNCCN1CC1(c2ccccc2)CC1 (stereo partly drawn)
?,?,-17%,O=C1OCCN1C(=O)[C@H]1[C@H](c2ccc(F)cc2)C(c2cccc(Cl)c2)=NN1c1ccccc1
-9%,-10%,2%,CCC(C)(C)NC(=O)C(c1ccc(F)cc1)N(Cc1ccco1)C(=O)CCC(=O)Nc1ccccn1 (stereo not drawn)

Looked up by structure from above (6):
GCN5L2 inh,N370S GC mod,FEN1 inhibitor,mol
-5%,3%,-1%,Oc1ccc(Nc2nc(-c3cccs3)cs2)cc1
-8%,.,-14%,COc1ccc(CCn2c(C)cc(C(=O)CN3C(=O)C(=O)N(Cc4ccco4)C3=O)c2C)cc1
-2%,.,2%,CCC(=O)c1ccc(OCC(=O)NCc2ccccc2CN2CCCC2)cc1
-12%,-8%,8%,CCOC(=O)C(C)(C)Sc1nc2c(cnn2-c2ccc(F)cc2)c(=O)[nH]1
0%,-5%,2%,Cc1cc(C(=O)Nn2c(-c3ccncc3)nc3ccccc3c2=O)ccc1[N+](=O)[O-]
-14%,-19%,14%,Cc1ccc(NC(=O)C2CCCN(S(=O)(=O)c3cccnc3)C2)cc1C (stereo not drawn)

Bioassay records from PubChem BioAssay.

An excerpt. The share of hits here may be higher or lower than overall.
